MmCpn inh: inhibitors of Methanococcus maripaludis chaperonin (MmCpn); Potency, µM (series often up to 76.9 µM), for the others: top-dose activity, negative = inhibition, hits mostly inhibitors; purified Mm-Cpn ATPase, ADP Transcreener TR-FRET; hit rate 0.031% among 330,000; also: potency is read from the fitted curve at half-maximal effect; % is scaled to controls: 0 for no effect and ±100 for the full control effect; nearly all actives have a fitted effect of over 80% in size
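ATPase turnover read by TR-FRET ADP competition (Eu cryptate antibody/ADP-d2, 665/590 nm): 10uM ATP final, 25nM Mm-CPN final, 30 min 37degC after 10-min compound preincubation, pH 7.4 Tris/KCl/MgCl2/DTT buffer.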
EPAC2 antagonist: antagonists of human EPAC2; hit rate 0.18% among 360,000; EPAC2 GEF exchange of Rap1B-BODIPY-GDP, fluorescence; Potency, µM (titrated, usually from 114 µM), without a hit: at the top dose activity, negative = inhibition, hits mostly inhibitors; Q8WZA2; AID 720708; also: potency is read from the fitted curve at half-maximal effect; % is scaled to controls: 0 for no effect and ±100 for the full control effect; nearly all actives have a fitted effect of over 45% in size; many of its hits are not listed in these tables
Target sequence (Q8WZA2 whole entry, looked up): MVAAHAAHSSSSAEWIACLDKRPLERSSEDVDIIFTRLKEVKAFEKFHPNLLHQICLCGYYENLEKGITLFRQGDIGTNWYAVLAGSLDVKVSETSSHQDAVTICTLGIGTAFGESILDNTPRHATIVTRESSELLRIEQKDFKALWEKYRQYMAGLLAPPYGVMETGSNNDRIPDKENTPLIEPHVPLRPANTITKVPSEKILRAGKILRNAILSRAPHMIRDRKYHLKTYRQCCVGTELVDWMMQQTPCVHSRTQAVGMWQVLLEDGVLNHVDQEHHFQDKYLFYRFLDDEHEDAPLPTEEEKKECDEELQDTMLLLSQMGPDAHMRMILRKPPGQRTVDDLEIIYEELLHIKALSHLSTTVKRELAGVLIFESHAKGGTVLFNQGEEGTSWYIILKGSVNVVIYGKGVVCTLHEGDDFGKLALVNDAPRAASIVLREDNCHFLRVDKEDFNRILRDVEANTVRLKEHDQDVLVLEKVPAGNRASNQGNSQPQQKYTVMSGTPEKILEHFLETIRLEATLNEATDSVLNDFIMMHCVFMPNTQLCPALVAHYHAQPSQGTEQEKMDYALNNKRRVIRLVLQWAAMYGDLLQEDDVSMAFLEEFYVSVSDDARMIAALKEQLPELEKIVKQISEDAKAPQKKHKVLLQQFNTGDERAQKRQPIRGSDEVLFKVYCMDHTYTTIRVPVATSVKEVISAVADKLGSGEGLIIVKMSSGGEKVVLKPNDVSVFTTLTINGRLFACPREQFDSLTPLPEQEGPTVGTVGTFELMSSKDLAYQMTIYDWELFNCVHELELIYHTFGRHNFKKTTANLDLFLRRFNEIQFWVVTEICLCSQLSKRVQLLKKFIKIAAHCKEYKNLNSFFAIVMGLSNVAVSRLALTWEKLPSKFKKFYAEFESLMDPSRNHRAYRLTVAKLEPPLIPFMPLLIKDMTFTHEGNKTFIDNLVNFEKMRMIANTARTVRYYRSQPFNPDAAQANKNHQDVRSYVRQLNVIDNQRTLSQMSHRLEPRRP
CCT chaperon mod: modulators of cytosolic chaperonin (CCT/TRiC) activity; purified chaperonin ATPase assay, HTRF ADP detection, 30 min; activity change, % (no concentration beside the values), hits read low; hit rate 0.3% among 360,000; AID 651819; in the data active = activity change below about -30%; also: % is scaled to controls: 0 for no effect and ±100 for the full control effect
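Nucleotide hydrolysis assay: TRiC at 20–40 nM final (set by batch activity) with 10 uM ATP, 30 min at 37 °C, in presence of 76 uM compound. Detection by competitive ADP HTRF, 30 min ambient.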
A549 viability: counter-screen for Nrf2 inhibitors: cytotoxicity in A549 cells | A549 ARE-Fluc cells, CellTiter-Fluor viability, 18-24 h | Potency, µM (titrated, usually from 46 µM), for inactives: at the top dose activity change, negative = cytotoxicity, hits mostly inhibitors | hit rate 0.16% among 390,000; also: potency is read from the fitted curve at half-maximal effect; % is scaled to controls: 0 for no effect and ±100 for the full control effect
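A549 ARE_Fluc cells in 5% FBS OPTI-MEM were exposed to compounds in concentration-response for 18-24 h at 37 deg C. Viability was read by CellTiter-Fluor fluorescence (Ex 405/Em 525) after 30 min, before the luciferase read.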
Nrf2 block: Nrf2 pathway inhibition; A549 ARE-Fluc reporter, luciferase luminescence, 18-24 h; Potency, µM (titrated, usually from 46 µM), without a hit: at the top dose activity change, negative = inhibition, usual class: inhibitors; hit rate 2.1% among 360,000; also: potency is read from the fitted curve at half-maximal effect; % is scaled to controls: 0 for no effect and ±100 for the full control effect; nearly all actives have a fitted effect of over 60% in size
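Nrf2 function is reported as luminescence of an ARE-controlled luciferase in A549 cells. Compounds were tested at several concentrations, and a CellTiter-Fluor read on the same wells flagged cytotoxicity.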
Nrf2 activator: activates Nrf2 signaling; hit rate 0.31% among 410,000; AID 624171; AREc32 ARE-luciferase reporter (MCF7-derived line), luminescence, 24 h; Potency, µM (top dose mostly 46.1 µM), inactives show at the highest dose activation, hits mostly activators; also: potency is read from the fitted curve at half-maximal effect; % of control where 0% means no effect; nearly all actives have a fitted effect of over 65% in size
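Reporter line AREc32 (ARE-Fluc), seeded overnight in OPTI-MEM with 5% FBS; compound pin-transferred, 24 hr at 37 deg C, 5% CO2; luminescent read-out.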
TGFb SMAD3 inh: blocks TGF-b signaling | HepG2 CAGA-GFP TGF-b/SMAD3 reporter, GFP fluorescence, 18 h; TGF-beta stimulated, 500 pg/mL final | hit rate 1.2% among 410,000 | Potency, µM (highest dose often 46.1 µM), for the others: at the highest dose activity, negative = inhibition, hits mostly inhibitors; also: potency is read from the fitted curve at half-maximal effect; % is scaled to controls: 0 for no effect and ±100 for the full control effect; nearly all actives have a fitted effect of over 65% in size
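Smad-responsive CAGA-GFP expression was quantified in HEPG2 cells exposed to compounds and 500 pg/mL final TGF-beta for 18 h at 37 degrees C; unstimulated wells defined full inhibition.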
pAkt inh: blocks phosphorylation of Akt; Neuro2A IGF-stimulated pAkt S473 HTRF, 20 min; active compounds read low; activity change, % for hits at 50 µM; hit rate 0.32% among 360,000; in the data active = activity change below about -80%; inconclusive = mostly about -51% to -80%; also: % is scaled to controls: 0 for no effect and ±100 for the full control effect
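Neuro2A cells (4,500/well, DMEM with 0.5% FBS) were treated with compound at a single 50 µM final concentration, stimulated with 6 nM IGF for 20 min at 37 °C, and lysed. Phospho-Akt Ser473 was read by HTRF as 665/615 ratio ×10^4.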
EPAC2 ag: activates human EPAC2 exchange factor | Q8WZA2 | EPAC2 activation, biochemical qHTS; response scale: 100% = 6.5 mM cAMP response | Potency, µM (highest dose often 154 µM), for inactives: top-dose activation, actives largely listed as activators | hit rate 0.079% among 360,000 | AID 720711; also: potency is read from the fitted curve at half-maximal effect; nearly all actives have a fitted effect of over 50% in size
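EPAC2 (100 nM) mixed with Rap1B loaded with BODIPY-GDP (250 nM) plus 50 uM unlabeled GDP; compounds pinned in, 5 min RT, then read every 5 min for 30 min (ex 480, em 540 nm). Normalized to cAMP control.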
Numbers without * were called inactive; i = inactive; ? = inconclusive; · = not tested or not shown; & = joins results of further samples; [ ] = another dose, or the depositor's remark. Unless noted, calls follow the shape of the dose curve; as a rule, active = well fitted curve in the direction sought with a large enough effect; inconclusive = small, poorly fitted or top-dose-only effect, or another doubt; inactive = no such curve, though single readings can be large; an effect the other way counts as inactive or inconclusive. Not all compounds are listed. The share of hits here may be higher or lower than overall.

The line under a structure holds: MmCpn inh	EPAC2 antagonist	CCT chaperon mod	A549 viability	Nrf2 block	Nrf2 activator	TGFb SMAD3 inh	pAkt inh	EPAC2 ag
Cc1cc(C(C)c2ccccc2)c(O)c(CN2CCOCC2)c1C (stereo not given)
    1%	2%	0.7	1%	1%	-0.7%	-12%	i	8%
C=CCOC(=O)/C(=C\c1ccccc1)NC(=O)c1ccc(C)cc1
    3%	6%	-0.6	-13%	19%	6.6%	2%	i	5%
COc1ccc(Cn2c(=O)[nH]c3cc(C(=O)N4CCN(c5ccccc5)CC4)ccc3c2=O)cc1
    -3%	4%	1.9	0%&-6%	-7%	-0.1%&-0.9%	-12%&-1%	i	7%
CC(C)(C)NC(=O)NC(=O)CSc1ncn[nH]1
    4%	-5%	-3.2	7%	-16%	-0.8%	39%[activator]	i	14%
COc1ccc(CNC(=O)c2ccc(C)o2)cc1
    -2%	4%	-0.4	-2%	6%	0.1%	0%	i	-4%
CC(C)(C)c1ccc(OCCCNCc2ccccc2)cc1
    3%	8%	0.1	20%	1%	5.1%	?	i	-6%
c1ccc2c(c1)nnn2-c1ncnc2sc3c(c12)CCCC3
    -11%	-1%	0.1	-6%	-11%	9.6%	?	i	15%
CC(=O)NC12CC3CC(C1)CC(C(=O)N1CCN(S(=O)(=O)c4ccc(C(C)C)cc4)CC1)(C3)C2
    2%	-11%	0.9	-8%	8%	-0.1%	-2%	i	-1%
O=C(Cn1nc(-c2cccc(Cl)c2)ccc1=O)Nc1ccccc1Br
    2%	4%	0.2	7%	7%	0.1%	-20%	i	-11%
COC(=O)CSc1nc2nc(C)cc(C)n2n1
    -2%	4%	-0.5	1%	2%	-0.5%	-13%	i	6%
C=CCNc1oc(/C=C/c2ccccc2)nc1C#N
    -7%	-3%	1.5	-11%	·	15%	?	·	1%
Cc1ccc(-n2ncc(C(=O)N3CCN(c4ccccc4F)CC3)c2C2CCN(C(=O)OC(C)(C)C)CC2)cc1C
    ·	·	·	0%	-9%	0.0%	-23%	·	·
Cc1ccc2cc(C#N)c(N3CCCN(C(=S)NCCCN(C)C)CC3)nc2c1
    -4%	8%	-1.5	0%	1%	5.4%	?	i	2%
CCOC(=O)Cc1csc(NC(=O)c2sc3nc4ccc(C)cc4cc3c2N)n1
    1%	-1%	-7.3	-9%	-14%	-0.3%	-5%	·	11%
O=C(CN1C(=O)NC(c2ccccc2)(c2ccccc2)C1=O)N1CCCCC1
    1%	6%	-1.7	2%	4%	2.8%	2%	i	-12%
CN1C(c2ccccc2)CC(=NO)CC1c1ccccc1 (stereo not given)
    0%	2%	-3.8	0%	-8%	-0.8%	-15%	i	-5%
Cn1cccc1C(=O)NCC(c1ccco1)N1CCCCC1 (stereo not given)
    1%	-3%	2.7	5%	7%	0.5%	1%	i	8%
CC(C)NC(=O)CC1OC(=O)c2ccccc21 (stereo not given)
    -6%	7%	-0.3	-6%	0%	-0.4%	-8%	i	2%
CC1(C)Oc2cc3oc(=O)ccc3cc2C[C@@H]1O
    0%	9%	0.6	-2%	23%	0.0%	?	i	-2%
CC(NC(=O)CN(C1CCCCC1)S(C)(=O)=O)c1ccccc1 (stereo not given)
    2%	2%	-0.7	-6%	-7%	-0.3%	20%	i	-7%
Clc1ccc(-c2nnc(COc3ncnc4sccc34)o2)cc1
    -6%	3%	-2.0	-7%	18%	3.4%	21%	i	0%
O=C(/C=C/c1cn(CC(O)CN2CCCCCC2)c2ccccc12)c1cccs1 (stereo not given)
    -6%	5%	-1.8	1%	8%	16%	15%	i	7%
COc1ccc(NCc2cc3cc4c(cc3n(CC(=O)Nc3ccccc3)c2=O)OCO4)cc1
    ·	·	·	5%	?	3.9%	-6%	·	·
COC(=O)N1CC(=O)N(OC)C1c1ccc(Cl)cc1Cl (stereo not given)
    -12%	10%	-3.6	-5%	-7%	-0.5%	16%	i	6%
Cc1ccc(NC(=O)CN(Cc2ccccc2)S(C)(=O)=O)cc1C
    0%	-2%	1.1	6%	3%	-0.8%	16%	i	9%
c1cc(SSc2ccncc2)ccn1
    2%	-2%	-3.9	13%	3%	-0.3%	-12%	i	4%
CCC(C)OC(=O)C1=C(C)NC(=O)NC1c1ccc(F)cc1 (stereo not given)
    1%	2%	-0.4	2%	-33%	-0.9%	-18%	i	3%
Cc1ccc(CSCC(=O)NCc2ccc3c(c2)OCO3)cc1
    1%	-14%	0.8	5%	6%	8.8%	0%	i	14%
Cc1ccc(SC(C)C(=O)N2CCN(c3ccccc3)CC2)cc1 (stereo not given)
    2%	?	-0.1	-3%	-19%	-0.9%	18%	i	2%
Fc1ccccc1N1CCN(c2nc3ccccc3c3nc(-c4ccccc4)nn23)CC1
    ·	·	·	0%	-3%	-0.8%	-19%	·	·
Clc1ccc(-n2ncc3c(NCCN4CCOCC4)ncnc32)cc1
    1%	-3%	-1.8	13%	·	-0.4%	67%[activator]	i	3%
Cn1c(CNC(=O)CCNC(=O)c2ccccc2)cc(=O)n(C)c1=O
    -1%	5%	1.5	3%	4%	0.5%	2%	·	17%
CCOc1ccc(NC(=O)[C@H](C)NC(=O)C2CC(=O)N(c3ccc(OC)cc3)C2)cc1 (stereo not given in full)
    -2%	3%	1.1	1%	5%	-0.6%	0%	i	-8%
CCCn1c(N)c(N2CCCCC2)c(=O)n(CC(=O)Nc2ccc(C(C)=O)cc2)c1=O
    0%	-1%	0.6	-8%	2%	-1.4%	-1%	i	10%
COc1ccc(C(=O)COC(=O)c2cc(S(=O)(=O)N3CCCCC3)ccc2N2CCOCC2)c(OC)c1
    -27%	-8%	2.0	-3%	12%	6.0%	-14%	i	9%
Cc1ccc(-c2nnc(-c3ccc(NC(=O)c4ccco4)cc3)o2)cc1
    -3%	-19%	1.8	-8%	0%	4.1%	4%	·	0%[15.6 µM]
CC(C)(C)C(=O)NC(=C(Cl)Cl)P(=O)(O)O
    -3%	10%	-0.2	17%	4%	-0.6%	18%	i	-3%
COc1ccc(CC(=O)Oc2ccccc2C)cc1
    0%	-21%	0.4	-2%	11%	-0.2%	12%	i	4%
Cc1ccc2oc(-c3cccc(NC(=O)c4cccc5c(Br)cccc45)c3)nc2c1
    ·	·	·	-2%	1%	3.8%	-5%	·	·
COc1cc2c(cc1OC)[C@@H]1Cc3cc4c(cc3[C@H](C2)N1C)OCO4
    1%	-3%	-0.4	1%	-10%	-0.7%	9%	i	8%
O=c1ccc(S(=O)(=O)N2CCCC2)cn1Cc1ccc(F)cc1
    0%	0%	0.5	0%	-3%	-0.3%	-8%	i	6%
Cc1ccc2cc(CCNC(=O)C(=O)c3c(C)[nH]c4ccccc34)c(=O)[nH]c2c1
    -1%	-5%	1.0	-1%	-8%	0.2%	-17%	i	4%
COc1ccc(C2CC(c3cccs3)=NN2C(=O)CSc2nncs2)cc1OC (stereo not given)
    -6%	3%	6.4	-14%	1%	2.8%	12%	i	-6%
Cc1ccc(C(=O)C(OC(=O)COc2ccccc2C)c2ccccc2)cc1 (stereo not given)
    0%	-1%	-2.1	-12%	3%	-0.2%	-8%	i	21%
CC(Sc1nnc(-c2cc3ccccc3o2)n1-c1ccccc1)C(=O)O (stereo not given)
    -2%	-2%	-1.8	-6%	14%	2.5%	17%	i	22%
N/C(=N\OC(=O)CCc1ccccc1)c1cccnc1
    6%	10%	0.5	8%	2%	9.7%	0%	i	6%
Cc1oc(C)c(C(=O)Nc2ccc(CC(=O)O)cc2)c1C(=O)Nc1ccc(CC(=O)O)cc1
    0%	0%	0.2	-8%	-22%	-1.0%	0%	i	3%
O=C(Nc1nnc(-c2ccccc2)o1)c1ccc(Cl)cc1
    ·	3%	-2.7	-26%	?	0.3%	?	i	-10%
CC1CCc2c(sc3nc(CSc4n[nH]c(N)n4)[nH]c(=O)c23)C1 (stereo not given)
    -7%	12%	1.0	0%	-16%	3.0%	3%	i	10%
CC(=O)Nc1ccc(S(=O)(=O)Nc2ccc3c(c2)OCO3)cc1
    0%	7%	-0.3	-1%	-7%	2.6%	17%	i	9%
O=S(=O)(NN1CCOCC1)c1cc(Cl)cc(Cl)c1O
    1%	0%	-1.9	2%	-3%	0.1%	2%	i	2%
CCc1cccc(NC(=O)c2nnn(Cc3ccc(SC)cc3)c2N)c1
    ·	·	·	-3%	15%	-0.2%	-28%	·	·
CCCn1c2ccc(F)cc2c2nnc(NN)nc21
    -2%	9%	-0.6	-3%	0%	-0.2%	?	i	0%
CC1CCc2[nH]c3ccc(C(=O)N4CCCC(C(F)(F)F)C4)cc3c2C1 (stereo not given)
    1%	-29%	-0.1	-15%	?	5.5%	14µM*	i	-14%
CCSc1nc2nccnc2c(=O)[nH]1
    ·	8%	-0.6	-4%	0%	2.1%	-5%	i	1%

Profiles, quoted from the list. Order of screens: MmCpn inh | EPAC2 antagonist | CCT chaperon mod | A549 viability | Nrf2 block | Nrf2 activator | TGFb SMAD3 inh | pAkt inh | EPAC2 ag
Entry for O=c1ccc(S(=O)(=O)N2CCCC2)cn1Cc1ccc(F)cc1 : 0% | 0% | 0.5 | 0% | -3% | -0.3% | -8% | i | 6%
Entry for CCSc1nc2nccnc2c(=O)[nH]1 : · | 8% | -0.6 | -4% | 0% | 2.1% | -5% | i | 1%
Entry for O=S(=O)(NN1CCOCC1)c1cc(Cl)cc(Cl)c1O : 1% | 0% | -1.9 | 2% | -3% | 0.1% | 2% | i | 2%
